Screening data as filed in PubChem.
FBA Mtb inh – Mtb FBA enzyme inhibitors, primary screen, biochemical, fluorescence, strain H37Rv; Fructose-bisphosphate aldolase (Mycobacterium tuberculosis (strain ATCC 25618 / H37Rv)), …; purified M. tuberculosis FBA, fluorescence read-out; inhibition, % at 1 µM; 360,000 tested, 2.3% active; AID 588726, 2011; in the data active = inhibition above about 27%;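 also: 0% = vehicle and 100% = reference inhibitor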
Target sequence (P9WQA3 whole entry, looked up): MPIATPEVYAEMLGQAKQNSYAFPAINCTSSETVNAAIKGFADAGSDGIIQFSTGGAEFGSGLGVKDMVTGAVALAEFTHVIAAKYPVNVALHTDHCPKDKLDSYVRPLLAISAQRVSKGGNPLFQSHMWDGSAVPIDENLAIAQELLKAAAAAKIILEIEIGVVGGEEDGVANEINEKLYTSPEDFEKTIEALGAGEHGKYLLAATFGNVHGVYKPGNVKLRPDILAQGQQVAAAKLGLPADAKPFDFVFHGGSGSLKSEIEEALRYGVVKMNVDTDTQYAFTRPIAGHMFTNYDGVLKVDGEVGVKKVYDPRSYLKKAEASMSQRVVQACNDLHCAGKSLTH
BoNT-F LC inh – BoNT/F light chain protease inhibitors, primary screen, biochemical, flow cytometry, MLPCN library | Multiplex microsphere protease cleavage assay | inhibition, % at 10 µM | 360,000 tested, 0.22% active; in the data active = inhibition above about 35%, passing the limit was not always enough; inconclusive = no clear call, values can overlap the other calls; also: plate controls were buffer without enzyme for full effect and enzyme alone for no effect
FadD28 FP inh – inhibitors of FadD28 bisubstrate probe binding, primary screen, biochemical, fluorescence polarization, single point. inhibition, % at 12.5 µM. AID 588549, 2011. Mycobacterium tuberculosis FadD28 fatty-acid-AMP ligase. 360,000 tested, 0.22% active; in the data active = inhibition above about 8.5%, passing the limit was not always enough; inconclusive = no clear call, values can overlap the other calls
BioA inh – M. tuberculosis BioA enzyme inhibitors, primary screen, biochemical, plate reader, single point, HTS; 7,8-diaminopelargonic acid synthase BioA (Mycobacterium tuberculosis); purified M. tuberculosis BioA enzyme; inhibition, % at 9.99 µM; 360,000 tested, 0.096% active; in the data active = inhibition above about 40%; inconclusive = no clear call, values can overlap the other calls
BoNT A protease – BoNT/A light chain protease inhibitors, primary screen, biochemical, flow cytometry, MLPCN library; Botulinum neurotoxin type A light chain protease (Clostridium botulinum A str. ATCC 3502); multiplex microsphere protease substrate cleavage; inhibition, % at 10 µM; 360,000 tested, 0.17% active; AID 588499, 2011; in the data active = inhibition above about 30%; inconclusive = no clear call, values can overlap the other calls; also: plate controls were buffer without enzyme for full effect and enzyme alone for no effect
CCHFV vOTU inh – CCHFV vOTU protease inhibitors, primary screen, biochemical, Pep-AMC substrate, fluorescence; 370,000 tested, 0.55% active; Crimean-Congo hemorrhagic fever virus L polyprotein viral ovarian tumor (vOTU) protease …; inhibition, % at 11.5 µM; also: 0% = vehicle wells with enzyme and 100% = no enzyme wells
PrPC TRFRET – inhibitors of human cell surface prion protein PrPC, primary screen, cell-based, TR-FRET | inhibition, % at 13.8 µM | AID 720596, 2013 | Major prion protein (Homo sapiens), P04156 | 370,000 tested, 0.43% active | TR-FRET read-out; in the data active = inhibition above about 24%; also: 0% = median of the test wells and 100% = reference compound wells
GDH-TPI inh – GDH-TPI coupling enzyme inhibitors, primary screen, artefact control for M. tuberculosis FBA inhibitor project, biochemical, absorbance, full deck; GDH-TPI coupled enzyme counterscreen, NADH absorbance; 360,000 tested, 1.2% active; inhibition, % at 4.8 µM;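 also: 0% = DMSO wells and 100% = wells lacking the enzyme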
Mtb UGM inh – M. tuberculosis UGM enzyme inhibitors, primary screen, biochemical, fluorescence polarization, single point; UDP-galactopyranose mutase (Mycobacterium tuberculosis (strain ATCC 25618 / H37Rv)), …; purified UGM, fluorescence polarization probe displacement; inhibition, % at 10 µM; 320,000 tested, 0.06% active; AID 504406, 2011; in the data active = inhibition above about 10%, passing the limit was not always enough; inconclusive = no clear call, values can overlap the other calls
Target sequence (P9WIQ1 whole entry, looked up): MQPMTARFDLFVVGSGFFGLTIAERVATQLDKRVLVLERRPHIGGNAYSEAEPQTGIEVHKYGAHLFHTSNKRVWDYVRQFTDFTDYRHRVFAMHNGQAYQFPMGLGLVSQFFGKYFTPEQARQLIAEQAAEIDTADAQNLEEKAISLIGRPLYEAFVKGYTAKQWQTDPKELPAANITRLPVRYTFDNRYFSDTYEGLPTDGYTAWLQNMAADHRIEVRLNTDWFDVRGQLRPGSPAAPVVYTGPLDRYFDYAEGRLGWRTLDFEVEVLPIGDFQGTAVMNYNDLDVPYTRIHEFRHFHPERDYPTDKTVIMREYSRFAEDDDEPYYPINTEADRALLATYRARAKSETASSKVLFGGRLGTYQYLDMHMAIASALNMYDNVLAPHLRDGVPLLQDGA
Active calls of the source: *. Rule as the data show it, unless noted: active = inhibition above about 30%; inactive = the rest.

For CC(=O)N1c2c(cc(Br)cc2S(=O)(=O)NCc2ccc(C)cc2)CC1C (configuration not stated) the results were FBA Mtb inh -4, BoNT-F LC inh -15, FadD28 FP inh -3.8, BioA inh 0.7, BoNT A protease -0.2, CCHFV vOTU inh 3, PrPC TRFRET 7, GDH-TPI inh -2 and Mtb UGM inh 1.7.
C=CCNC(=O)C1CC(=O)N(c2ccc(OCC(=O)Nc3cccc(OC)c3)cc2)C1 (configuration not stated) was read as FBA Mtb inh 4, BoNT-F LC inh 4, FadD28 FP inh -1.8, BioA inh -2.0, BoNT A protease -1.3, CCHFV vOTU inh -11, PrPC TRFRET 7, GDH-TPI inh 5 and Mtb UGM inh 0.1.
For CCC(CC)c1nnc(NC(=O)c2cccc(S(=O)(=O)N3CCOCC3)c2)s1 the results were FBA Mtb inh -2, BoNT-F LC inh -4, FadD28 FP inh -4.1, BioA inh 0.1, BoNT A protease -0.4, CCHFV vOTU inh -6, PrPC TRFRET 5, GDH-TPI inh 20 and Mtb UGM inh 1.9.
For O=C(Nc1ccc2c3c(cccc13)CC2)c1ccco1 the results were FBA Mtb inh 3, BoNT-F LC inh 0, FadD28 FP inh -1.0, BioA inh -1.4, BoNT A protease -0.6, CCHFV vOTU inh -13, PrPC TRFRET -5, GDH-TPI inh 6 and Mtb UGM inh -1.6.
O=C(CF)NC(NC(=S)Nc1cccc([N+](=O)[O-])c1)C(Cl)(Cl)Cl (configuration not stated) was read as FBA Mtb inh 1, BoNT-F LC inh -8, FadD28 FP inh 1.2, BoNT A protease -0.3, CCHFV vOTU inh 1, PrPC TRFRET -6, GDH-TPI inh 3 and Mtb UGM inh -1.6.
CN(C(=O)COC(=O)c1cc2ccccc2oc1=O)C1CCCCC1 was read as FBA Mtb inh 13, BoNT-F LC inh -8, FadD28 FP inh 0.1, BioA inh -0.5, BoNT A protease -0.2, CCHFV vOTU inh -6, PrPC TRFRET -8, GDH-TPI inh 9 and Mtb UGM inh 0.6.
For Cc1ccc(S(N)(=O)=O)c(C)c1-n1cnnn1 the results were FBA Mtb inh 1, BoNT-F LC inh -5, FadD28 FP inh -2.4, BoNT A protease -0.5, CCHFV vOTU inh 8, PrPC TRFRET 4, GDH-TPI inh 3 and Mtb UGM inh 1.2.
Screening O=C1C2C3C=CC(C2C(=O)N1C1CCCCC1)C1C(=O)N(C2CCCCC2)C(=O)C31 (configuration not stated) returned FBA Mtb inh -1, BoNT-F LC inh -2, FadD28 FP inh -3.2, BioA inh -2.3, BoNT A protease -0.2, CCHFV vOTU inh 8, PrPC TRFRET -1, GDH-TPI inh 5 and Mtb UGM inh -0.1.
COC(=O)C1(C)CCc2c(ccc3ccccc23)C1=O (configuration not stated) was read as FBA Mtb inh 35*, BoNT-F LC inh 0, FadD28 FP inh -3.8, BoNT A protease -0.1, CCHFV vOTU inh -44 and PrPC TRFRET 4.
Screening CC12CCC(C(=O)Nc3ccccc3Cl)([C@H](Br)C1=O)C2(C)C (some centres not stated) returned FBA Mtb inh 1, BoNT-F LC inh 2, FadD28 FP inh -1.0, BoNT A protease -0.1, CCHFV vOTU inh -11, PrPC TRFRET 5, GDH-TPI inh -6 and Mtb UGM inh -0.3.
Cc1ccc(NC(=O)c2ocnc2C)cc1Cl was read as FBA Mtb inh 0, BoNT-F LC inh 4, FadD28 FP inh 0.9, BioA inh -0.1, BoNT A protease -0.2, GDH-TPI inh 12 and Mtb UGM inh 0.0.
Cc1ccccc1NC(=O)CN1C(=O)CSc2ccccc21 was read as FBA Mtb inh 3, BoNT-F LC inh 0, FadD28 FP inh -0.7, BioA inh -1.2, BoNT A protease 1.4, CCHFV vOTU inh -1, PrPC TRFRET 2, GDH-TPI inh 7 and Mtb UGM inh 3.1.
CCN(CCCn1c(=S)[nH]c2ccc(N3CCOCC3)cc2c1=O)c1ccccc1 was read as FBA Mtb inh 3, BoNT-F LC inh 2, FadD28 FP inh -5.3, BoNT A protease 0.7, CCHFV vOTU inh -2, PrPC TRFRET -2, GDH-TPI inh 3 and Mtb UGM inh -0.7.
For CC(OC(=O)c1ccc(OCC2CCCO2)cc1)C(=O)N(C)Cc1ccccc1 (configuration not stated) the results were FBA Mtb inh -1, BoNT-F LC inh 6, FadD28 FP inh -1.6, BioA inh -1.1, BoNT A protease 1.5, CCHFV vOTU inh -3, PrPC TRFRET -6, GDH-TPI inh -5 and Mtb UGM inh -1.1.
`COc1ccc(-c2nc(=S)[nH][nH]2)cc1OC` gave FBA Mtb inh 4, BoNT-F LC inh -1, FadD28 FP inh -3.9, BoNT A protease -0.2, CCHFV vOTU inh 9, PrPC TRFRET -21, GDH-TPI inh -13 and Mtb UGM inh 0.5.
Oc1cccc(C2c3[nH]c4ccccc4c3CCN2Cc2cnn(-c3ccccc3)c2)c1 (configuration not stated) was read as FBA Mtb inh 2, BoNT-F LC inh -10, FadD28 FP inh -1.1, BoNT A protease -0.2, CCHFV vOTU inh -1, PrPC TRFRET -6, GDH-TPI inh 9 and Mtb UGM inh 4.1.
CCc1cc2c(SCC(=O)NCC3CCCO3)ncnc2s1 (configuration not stated) was read as FBA Mtb inh 1, BoNT-F LC inh -6, FadD28 FP inh -3.1, BioA inh 1.5, BoNT A protease -0.1, CCHFV vOTU inh 3, PrPC TRFRET 3, GDH-TPI inh 2 and Mtb UGM inh -0.2.
COc1cc(C(=O)N/C(=C\c2cn(S(=O)(=O)N(C)C)c3ccccc23)C(=O)NCCCO)cc(OC)c1OC was read as FBA Mtb inh 4, BoNT-F LC inh 1, FadD28 FP inh -3.1, BoNT A protease 1.0, CCHFV vOTU inh 0, PrPC TRFRET -1, GDH-TPI inh -7 and Mtb UGM inh -0.9.
Screening CC1CCCN(C(=O)c2ccc(Br)c(S(=O)(=O)N3CCOCC3)c2)C1 (configuration not stated) returned FBA Mtb inh -5, BoNT-F LC inh 0, BioA inh 0.3, BoNT A protease -0.9, CCHFV vOTU inh -12, PrPC TRFRET -2, GDH-TPI inh -5 and Mtb UGM inh 1.6.
COc1cc(C(=S)N2CCOCC2)ccc1OC(=O)c1cc([N+](=O)[O-])cc([N+](=O)[O-])c1 was read as FBA Mtb inh 5, BoNT-F LC inh 0, FadD28 FP inh -1.4, BioA inh -0.9, BoNT A protease 0.4, CCHFV vOTU inh 0, PrPC TRFRET 2, GDH-TPI inh 9 and Mtb UGM inh -1.1.

Looked up one by one from the entries so far, 2 records:
CCN(CCCn1c(=S)[nH]c2ccc(N3CCOCC3)cc2c1=O)c1ccccc1 was read as FBA Mtb inh 3, BoNT-F LC inh 2, FadD28 FP inh -5.3, BoNT A protease 0.7, CCHFV vOTU inh -2, PrPC TRFRET -2, GDH-TPI inh 3 and Mtb UGM inh -0.7.
COc1cc(C(=O)N/C(=C\c2cn(S(=O)(=O)N(C)C)c3ccccc23)C(=O)NCCCO)cc(OC)c1OC was read as FBA Mtb inh 4, BoNT-F LC inh 1, FadD28 FP inh -3.1, BoNT A protease 1.0, CCHFV vOTU inh 0, PrPC TRFRET -1, GDH-TPI inh -7 and Mtb UGM inh -0.9.

(cont.)
For CCN(CC)S(=O)(=O)c1ccc2[nH]cc(C(=O)NCCN3CCCCCC3)c(=O)c2c1 the results were FBA Mtb inh 20, BoNT-F LC inh -6, FadD28 FP inh -0.4, BioA inh -1.1, BoNT A protease 1.3, CCHFV vOTU inh -16, PrPC TRFRET 3, GDH-TPI inh 10 and Mtb UGM inh -2.6.
Screening COc1ccc(NC(=O)c2cccc(N3C(=O)C4C5CCC(C5)C4C3=O)c2)cc1 (configuration not stated) returned FBA Mtb inh 1, BoNT-F LC inh 4, FadD28 FP inh -2.0, BioA inh 4.6, BoNT A protease 1.9, CCHFV vOTU inh -4, PrPC TRFRET 10, GDH-TPI inh 1 and Mtb UGM inh -2.5.
Screening CNC(C)(C)Cc1ccccc1 returned FBA Mtb inh -1, BoNT-F LC inh 11, FadD28 FP inh -1.2, BioA inh -2.3, BoNT A protease 0.1, CCHFV vOTU inh 2, PrPC TRFRET -5, GDH-TPI inh 8 and Mtb UGM inh 1.9.
Screening CCOC(=O)c1c(N)sc2c(NC(C)=O)cccc12 returned FBA Mtb inh 10, FadD28 FP inh -0.3, BioA inh 1.4, CCHFV vOTU inh 11, PrPC TRFRET -2, GDH-TPI inh 7 and Mtb UGM inh 0.5.
O=C(O)COCC(=O)Nc1ccc2c(c1)oc1ccccc12 was read as FBA Mtb inh 1, BoNT-F LC inh inconclusive, FadD28 FP inh -3.0, BioA inh -2.4, BoNT A protease -1.4, CCHFV vOTU inh 3, PrPC TRFRET -2, GDH-TPI inh -5 and Mtb UGM inh -1.3.
`CC(C)(C)c1ccc(C(=O)Oc2ccc3c(c2)OCC3=O)cc1` gave FBA Mtb inh 1, BoNT-F LC inh 12, FadD28 FP inh -2.8, BioA inh -0.7, BoNT A protease 0.4, CCHFV vOTU inh 7, PrPC TRFRET 2, GDH-TPI inh 2 and Mtb UGM inh -4.5.
`CCNC(=O)NCCc1c[nH]c2ccc(Cl)cc12` gave FBA Mtb inh -2, BoNT-F LC inh inconclusive, FadD28 FP inh 0.4, BioA inh 0.8, BoNT A protease inconclusive, CCHFV vOTU inh -3, PrPC TRFRET 5, GDH-TPI inh 2 and Mtb UGM inh 1.8.
O=C(OCn1nnc2ccccc2c1=O)c1ccco1 was read as FBA Mtb inh 0, BoNT-F LC inh 6, FadD28 FP inh 0.7, BioA inh -1.5, BoNT A protease -0.3, CCHFV vOTU inh 7, PrPC TRFRET 6, GDH-TPI inh 2 and Mtb UGM inh -1.3.
For Cc1cc(Cl)ccc1-c1nc(NCc2ccccc2)nc2ccsc12 the results were FBA Mtb inh 14, BoNT-F LC inh 0, FadD28 FP inh -2.2, BioA inh 0.0, BoNT A protease 0.6, CCHFV vOTU inh 5, PrPC TRFRET 6 and GDH-TPI inh 3.
Screening CC(C)NC(=O)CCCc1cn(C)c2ccccc12 returned FBA Mtb inh 6, BoNT-F LC inh -5, FadD28 FP inh 0.9, BioA inh -0.8, BoNT A protease -1.9, CCHFV vOTU inh -14, PrPC TRFRET -4, GDH-TPI inh -3 and Mtb UGM inh 3.6.
`Cc1ccc(S(=O)(=O)N2[C@@H](c3cccc(Cl)c3)C(C(=O)O)=CC[C@H]2c2ccc(C(C)C)cc2)cc1` gave FBA Mtb inh 0, BoNT-F LC inh -3, FadD28 FP inh -6.6, BioA inh 5.2, BoNT A protease -0.7, CCHFV vOTU inh 26, PrPC TRFRET 8, GDH-TPI inh 1 and Mtb UGM inh 1.1.
`COc1ccccc1OCC(=O)NNC(=S)NC(=O)c1ccco1` gave FBA Mtb inh -2, BoNT-F LC inh -17, FadD28 FP inh -1.8, BioA inh 0.4, BoNT A protease -0.7, CCHFV vOTU inh 8, PrPC TRFRET -3, GDH-TPI inh 2 and Mtb UGM inh 2.2.
For COc1ccc(Cc2nc3ccccc3n2CC(=O)N/N=C/c2ccccc2)cc1OC the results were FBA Mtb inh 6, BoNT-F LC inh -1, FadD28 FP inh -0.7, BoNT A protease -0.1, CCHFV vOTU inh -7, PrPC TRFRET 3, GDH-TPI inh 1 and Mtb UGM inh 0.8.
CCCCNC(=O)C1c2ccccc2OCC(=O)N1Cc1cccnc1 (configuration not stated) was read as BoNT-F LC inh 5, BoNT A protease 0.9, CCHFV vOTU inh 0 and PrPC TRFRET -2.
`ClCc1cc2ccccc2nc1Cl` gave FBA Mtb inh -1, BoNT-F LC inh 4, FadD28 FP inh inconclusive, BoNT A protease 0.2, CCHFV vOTU inh 4, PrPC TRFRET -7, GDH-TPI inh 0 and Mtb UGM inh -1.1.
